PMI act satM6P – PMI (human) activation, high substrate; P34949; coupled PMI enzyme assay, resazurin fluorescence, 20 min; active compounds read high; 1 = untreated enzyme, 0 = substrate-free blank; activation factor at 20 µM; 190,000 tested, 0.34% active; AID 1216;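 active = activation factor of 2 or more at 20 µM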
Target sequence (P34949 whole entry, looked up): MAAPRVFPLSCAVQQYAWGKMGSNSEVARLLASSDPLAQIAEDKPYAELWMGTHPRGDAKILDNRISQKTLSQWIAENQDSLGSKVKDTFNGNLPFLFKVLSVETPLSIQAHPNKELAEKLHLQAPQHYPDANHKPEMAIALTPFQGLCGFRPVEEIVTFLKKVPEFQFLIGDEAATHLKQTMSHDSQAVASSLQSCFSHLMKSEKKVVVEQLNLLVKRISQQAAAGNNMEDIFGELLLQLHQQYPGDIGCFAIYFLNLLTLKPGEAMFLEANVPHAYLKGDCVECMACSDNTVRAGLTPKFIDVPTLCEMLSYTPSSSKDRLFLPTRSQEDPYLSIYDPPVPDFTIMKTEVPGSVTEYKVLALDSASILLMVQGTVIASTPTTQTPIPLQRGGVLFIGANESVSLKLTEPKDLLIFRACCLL
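Test system: human PMI in coupled enzyme assay; Input: PMI at 15 ng/mL final; Medium: HEPES buffer, pH 7.4; Schedule: 20 min incubation at room temperature; Technique: resorufin fluorescence at Ex 544/Em 590 nm; Compound: 20 µM single dose; Probe or stimulus: Near-saturating mannose-6-phosphate, 1.0 mM.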
PMI act – increases human mannose-6-phosphate isomerase activity; activation factor at 20 µM; AID 1214; purified human PMI, coupled resazurin fluorescence, 20 min; active compounds read high; 1 = vehicle control, 0 substrate-free wells; P34949; 190,000 tested, 0.005% active;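 active = activation factor of 2 or more at 20 µM, relative to plate controls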
Efa HMGR inh – blocks class II HMG-CoA reductase of Enterococcus faecalis. purified E. faecalis HMGR, NADPH absorbance 340 nm kinetic. inhibition, % at 10 µM. 190,000 tested, 0.41% active;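 active = inhibition above a set limit, the median over all tested compounds plus 3 SD, cut at about 9.5% in these data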;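 note: enzyme runs in reverse so mevalonate oxidation gives rising NADPH absorbance; 0% = complete reaction with DMSO and 100% = background rate lacking mevalonate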
S1P3 antagonist – blocks the human S1P3 receptor; Q99500; CHO S1P3 NFAT-BLA reporter, FRET fluorescence, antagonist mode; inhibition, % at 4.98 µM; 170,000 tested, 0.27% active; AID 485;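 active = inhibition above the plate cutoff, the mean inhibition of test wells on that plate plus 3 SD, cut at about 28% in these data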;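 note: cells challenged with S1P at its EC80 of 0.8 µM; blue over green emission ratio from cleaved BLA substrate after 4 h stimulation; 0% = S1P-stimulated wells and 100% = unstimulated DMSO-only wells; some compounds past the cut are filed as inactive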
Target sequence (Q99500 whole entry, looked up): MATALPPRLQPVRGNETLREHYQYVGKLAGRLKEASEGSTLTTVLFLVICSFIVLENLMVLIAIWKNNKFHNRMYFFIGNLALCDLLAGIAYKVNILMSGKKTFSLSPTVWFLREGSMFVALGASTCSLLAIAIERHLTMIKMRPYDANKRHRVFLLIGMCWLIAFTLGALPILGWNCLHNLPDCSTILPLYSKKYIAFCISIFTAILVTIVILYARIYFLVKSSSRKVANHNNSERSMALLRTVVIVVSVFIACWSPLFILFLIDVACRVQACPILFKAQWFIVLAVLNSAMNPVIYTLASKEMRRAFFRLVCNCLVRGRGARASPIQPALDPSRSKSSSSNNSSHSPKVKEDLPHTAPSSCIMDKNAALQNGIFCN
Hsp70 activator – transcriptional activators of Hsp70 | AID 1203 | HeLa Hsp70 promoter luciferase reporter, luminescence; scaled: vehicle 0, proteasome-inhibitor control 100% | 200,000 tested, 0.04% active | activation, % at 10 µM;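 active = activation above the mean across all tested compounds plus 3 SD, cutoff set per campaign, cut at about 5.5% in these data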;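 note: 100% = MG132 at 30 µM as the positive control and 0% = DMSO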
Lmaj promast – reduces viability of Leishmania major promastigotes; 200,000 tested, 9% active; inhibition, % at 10 µM; AID 1063; resazurin fluorescence viability; in the data active = inhibition above about 50%;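 note: promastigotes grown with compound for 44 hours at 28 °C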
TNAP inh noacc – blocks human TNAP activity with no phosphate acceptor present; P05186; purified TNAP, CDP-star luminescence, 30 min; inhibition, % at 20 µM; 200,000 tested, 0.26% active; AID 1012;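 active = tissue-nonspecific alkaline phosphatase inhibition above about 50% at 20 µM in the single-dose screen, limit read from the data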;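 note: 0% = DMSO negative control and 100% = EDTA positive control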
TNAP inh hi DEA – blocks human TNAP under high phosphate acceptor concentration; P05186; purified TNAP, CDP-star luminescence, 1 M DEA; inhibition, % at 20 µM; 200,000 tested, 0.03% active; AID 1135;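 active = over 50% inhibition of tissue-nonspecific alkaline phosphatase at 20 µM in the single-dose screen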;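 note: plate controls were DMSO wells for no effect and EDTA-quenched wells as full inhibition for full effect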
RAM network inh – blocks the yeast RAM network; 190,000 tested, 1.8% active; S. cerevisiae dse1pr::URA3 reporter, 5-FOA growth OD615, 2 d; analog-sensitive cbk1-as2 kinase mutant strain; inhibition, % at 50 µM;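 active = inhibition above a set limit, 3 SD over mean compound inhibition, cut at about 8.4% in these data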;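 note: 0% = DMSO-only wells with no growth and 100% = 10 µM 1-NA-PP1 full growth; inhibition rescues growth on 5-FOA so higher OD means more RAM inhibition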
Redox H2O2 prof – compounds producing H2O2 with reducing agent – biochemical, NIH compound library profiling, artefact control for MLSCN library redox annotation, primary screen; 200,000 tested, 0.03% active; activation, % at 10 µM; DTT-dependent redox cycling H2O2, phenol red/HRP absorbance; 100% = 100 µM peroxide control, 0% = buffer;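 active = activation of at least 50% relative to the plate's high and low controls in the primary single-dose screen; inactive = activation below 50%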;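 note: compound incubated with DTT at 0.8 mM final as the reducing agent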
The depositor's hits bear a star; nt = no result given. Not a hit list, and some 12% of all compounds hit somewhere here.

Order of values – PMI act satM6P	PMI act	Efa HMGR inh	S1P3 antagonist	Hsp70 activator	Lmaj promast	TNAP inh noacc	TNAP inh hi DEA	RAM network inh	Redox H2O2 prof
O=C(Oc1ccc(/C=N/Nc2nc(N3CCCCC3)nc(N3CCCCC3)n2)cc1)c1ccco1
 : nt	nt	-7	3	0.1	48	-4	0	7.5	9.4
Cc1c(Nc2scc(-c3ccccc3)[n+]2-c2ccccc2)c(=O)n(-c2ccccc2)n1C
 : 1.1	1.1	-2	-10	0.1	17	-3	-7	1.7	0.1
COc1ccccc1N(CC(O)CN(c1ccccc1)S(C)(=O)=O)S(=O)(=O)c1ccccc1 (centres undefined)
 : 0.9	0.8	-15	-28	-0.4	-2	-16	-2	0.7	0.3
COc1ccc(NC(=O)NN(C(=O)c2ccccc2)C(C)(C)C)cc1
 : 0.9	0.9	-1	-1	-0.3	42	-7	2	4.6	0.1
COc1ccc(CCN2C(=O)C3C4CC(C5C(C(=O)N/N=C\c6ccc(Cl)cc6)=NOC45)C3C2=O)cc1OC (centres undefined)
 : 1.1	1.1	1	nt	-0.4	-6	3	-8	0.0	0.0
CC(C)(C)C(=O)NC1CCN(C(=O)N2CCCC2)CC1
 : 1	1	1	-11	0.4	2	-10	-2	1.0	-0.3
O=C(NN=C1c2ccccc2-c2ccccc21)c1ccccc1Br
 : 1	0.9	0	nt	-0.2	5	0	3	1.3	-4.1
Cn1c(SCC(=O)Nc2ccc3cn[nH]c3c2)nnc1-c1cnccn1
 : 0.6	0.9	-9	-31	-0.1	-7	5	-9	3.6	-2.0
Fc1cccc(F)c1/C=N/N1CCOCC1
 : 1	1.1	-9	-12	-0.1	-5	4	0	2.0	-0.8
O=C1c2ccccc2C(=O)N1CCCc1nc(-c2ccc(Cl)cc2)no1
 : 0.9	0.9	2	-38	0.1	-7	-8	-2	6.6	-0.5
COc1ccc(NC(=O)Nc2ccc3c(c2)N(C)C(=O)CS3)cc1OC
 : 1	1	-8	-16	-0.4	-3	-2	-5	5.3	-2.1
CNC(=S)NNc1nc(C)cc(C)n1
 : 1	1.1	-1	-10	-0.1	-6	-79	-5	1.3	-0.6
CC(=O)N1CCc2c(sc(NC(=O)CN3C(=O)CCC3=O)c2C(N)=O)C1
 : 0.7	0.9	6	-21	-0.3	-4	-12	-3	-1.0	-0.3
N/C(=N\OC(=O)COc1ccc([N+](=O)[O-])cc1)c1ccncc1
 : 1	1	-3	-29	0.2	-5	-5	-1	1.4	-0.6
O=C(NNC(=O)C1CC1c1ccccc1)c1ccccc1F (centres undefined)
 : 1	1	-4	5	-0.1	-3	-21	0	1.8	-0.4
CSCCC(N=C(NS(=O)(=O)c1ccc(Br)cc1)c1ccccc1)C(=O)O (centres undefined)
 : 1.1	1.1	6	-12	0.0	-4	-16	-2	-1.6	-1.6
Cc1cccc(C(=O)NCC2CCCO2)c1 (centres undefined)
 : 1	1	-4	nt	-0.1	-6	-2	2	0.5	0.5
COc1cc(NC(=O)COc2ccc(-n3cnnn3)cc2)c(OC)cc1Cl
 : 0.9	0.9	-3	nt	0.0	-2	-11	0	3.5	1.3
O=C(NC1(C(F)(F)F)NC(=O)N(C2CCCCC2)C1=O)C1CC1 (centres undefined)
 : 0.9	0.9	-2	-13	-0.2	-7	-4	-4	2.7	0.6
O=C1c2cccc3cccc(c23)C(=O)N1CC1CCN(CC(O)COCc2ccc3c(c2)OCO3)CC1 (centres undefined)
 : 1	0.9	-2	-5	-0.3	90*	0	-3	-1.6	2.5
Cn1c(C(=O)NC2CCCC2)cc2c(=O)n(C)c3ccccc3c21
 : 1	0.9	0	-17	-0.1	3	-10	-5	3.0	-0.6
Cc1ccc(Cl)cc1N1CCN(C(c2cccnc2)c2nnnn2C2CCCCC2)CC1 (centres undefined)
 : 0.9	0.8	-3	-1	-0.5	99*	-12	-4	1.4	0.1
O=C(O)c1cccc(N2C(=O)C3CC=CCC3C2=O)c1 (centres undefined)
 : 0.9	1	-7	nt	-0.1	-9	-8	-4	4.2	0.1
CCOc1cc(C(=O)NC(=S)Nn2cnnc2)cc(OCC)c1OCC
 : 1	1	3	-17	-0.3	-2	-10	0	0.8	-0.6
CCOC(=O)c1cc(NC(=O)c2ccc(C)cc2)c(=O)oc1-c1ccccc1
 : 0.9	1	1	nt	-0.4	-3	-8	0	4.3	-3.0
CN(Cc1ccccc1)C(=O)c1c[nH]c2ccc(S(=O)(=O)N3CCOCC3)cc2c1=O
 : 1.1	1.1	-1	1	0.2	-6	-7	-3	1.5	0.6
COc1cccc(NC(=O)CSCC(=O)Nc2ccccc2)c1
 : 0.9	0.9	1	nt	-0.2	1	-9	-4	3.0	0.0
CCc1nn(CC(=O)Nc2ccc(Br)c(C)c2)c(=N)s1
 : 1.1	1.2	-2	-23	0.3	7	0	-2	1.0	-0.5
COc1ccc(CN(C)C(=O)COC(=O)c2c(-c3ccccc3Cl)noc2C)cc1
 : 1	1	-7	4	-0.1	26	-5	0	7.2	-0.8
CC(=O)N1CC=CC1(CC(C)C)C(=O)NCCc1c[nH]c2ccccc12 (centres undefined)
 : 1.1	1.1	4	-10	-0.3	-3	-8	-6	-0.5	0.6
COc1cc(NC(=O)CN(c2ccc(C)cc2)S(=O)(=O)c2c(C)n[nH]c2C)cc(OC)c1
 : 1	0.9	1	-29	-0.4	4	-9	-6	2.5	1.4
Cc1c(NC(=O)c2ccc(-c3cccc([N+](=O)[O-])c3)o2)c(=O)n(-c2ccccc2)n1C
 : nt	nt	9	-4	-0.4	-4	-6	-4	0.9	0.0
COc1ccc(/C=N/c2c(-c3ccco3)nc3ccccn23)cc1OC
 : 0.5	0.8	0	nt	-0.1	-3	-2	-1	0.7	1.2
O=C(Nc1ccc(-c2nc3ccc(NC(=O)c4cccs4)cc3[nH]2)cc1)c1cccs1
 : 1.1	1	0	nt	0.0	-4	0	-3	0.1	1.8
Cc1c(C)c(C)c(S(=O)(=O)N2CCNCC2)c(C)c1C
 : 1.1	1.3	0	21	0.2	3	-2	-1	0.7	-0.2
Cc1ccc(CNC(=O)C2CCCN(Cc3cnn(-c4ccccc4)c3-n3cccc3)C2)cc1 (centres undefined)
 : 1	1	-1	nt	0.3	37	1	-7	-0.1	0.1
CC1(C)Cc2c(sc3nc(N/N=C/c4ccccc4)[nH]c(=O)c23)CO1
 : 1.2	1	-1	-2	0.0	1	-6	9	4.3	-0.7
CCOC(=O)c1c(NC(=O)CCN2C(=O)c3cccc([N+](=O)[O-])c3C2=O)sc(C(=O)OC(C)C)c1C
 : 0.9	1	-4	0	-0.1	-6	-4	-1	-0.5	-0.6
Cc1cccc2cc(C#N)c(NCCNC(=O)COc3ccccc3)nc12
 : 0.7	0.9	-4	-7	-0.2	-4	-10	-11	10*	-0.4
Nn1c(SCC(=O)Nc2ccc3c(c2)OCCO3)nnc1-c1ccccn1
 : 1.1	1	-8	-14	-0.3	-1	-6	-6	2.3	8.2
COc1ccc(N(C(=O)CCC(=O)Nc2cc(C)on2)C(C(=O)NC2CCCC2)c2ccco2)cc1 (centres undefined)
 : 0.8	1	-9	-23	0.0	20	-5	-1	3.2	0.2
COc1cc(C)c(S(=O)(=O)NCc2ccc3c(c2)OCO3)cc1C
 : 1	0.9	0	-3	0.0	-2	-4	-1	0.3	-0.3
CCOc1ccc(CCNC(=O)CN(C)S(=O)(=O)c2ccc3c(c2)CCC(=O)N3)cc1OCC
 : 1	1	-3	8	-0.2	1	-7	-3	0.3	-1.4
COc1ccc(/C(N)=N/OC(=O)Cc2ccc(C)cc2)cc1
 : 0.9	0.9	0	0	-0.3	21	-17	-3	0.2	-0.1
COc1ccc(C(=O)Nc2nc(-c3ccc(S(=O)(=O)N4CCOCC4)cc3)cs2)cc1
 : 1	0.9	-4	nt	0.0	80*	-6	-1	3.5	0.2
Cc1cccc(-c2nsc(SCC(=O)Nc3ccc4c(c3)OCO4)n2)c1
 : 1	0.9	-6	-13	-0.2	0	-24	-3	4.4	0.8
Cc1cccc(OCc2nnc(SC(C)C(=O)O)n2Cc2ccccc2)c1 (centres undefined)
 : 1	1	7	-2	0.1	-11	-12	-5	1.9	-0.4
O=C(CSc1nnc(-c2ccc(F)cc2)o1)Nc1ccc(S(=O)(=O)N2CCCC2)cc1
 : 1.1	1.1	-1	-11	-0.5	-3	-27	-2	2.7	1.3
Cc1cc(C)c2c(=O)n(CC(=O)NCCCN3CCOCC3)sc2n1
 : 1.7	1.2	-5	7	0.1	-6	-12	0	0.5	-1.6
COC(=O)c1ccc[n+](CC(=O)Nc2ccc(OC(F)F)cc2)c1
 : 1.4	1.1	1	-1	0.1	-10	-5	-7	2.3	-1.2

The listing continues:
Order of values – PMI act satM6P	PMI act	Efa HMGR inh	S1P3 antagonist	Hsp70 activator	Lmaj promast	TNAP inh noacc	TNAP inh hi DEA	RAM network inh	Redox H2O2 prof
Cc1cccc(/C=N\NC(=O)c2ccccc2-n2cccc2)c1
 : 0.9	0.9	-6	-12	0.0	10	-4	2	-0.5	-0.6
COc1ccc(N2CCN(C(c3nnnn3C3CCCC3)C(C)C)CC2)cc1 (centres undefined)
 : 0.9	1	-1	-11	-0.3	-1	-15	-11	0.0	-0.8
CCN(CC)C(=O)N1CCN(S(=O)(=O)c2c(C)cc(C)cc2C)CC1
 : nt	nt	-1	-15	-0.5	10	-4	0	0.1	-0.7
O=C(CSc1nnc(-c2cccnc2)o1)Nc1ccc(Cl)cc1
 : 0.9	0.9	-6	-3	0.1	1	0	-4	5.0	-0.1
O=C1NC(=O)C(CC(=O)N(Cc2cccs2)C2(C(=O)NC3CCCCC3)CCCCC2)N1 (centres undefined)
 : 1	0.9	0	-2	0.1	-3	-13	-1	-0.7	0.3
CCCCN(C)C(=O)C1CCC(=O)N(c2cc(OC)c(OC)c(OC)c2)C1c1ccc(OC)cc1 (centres undefined)
 : 1	1.1	1	nt	-0.2	-3	-6	-5	0.7	0.8
CC(C)=NOc1nc(N(C)C)nc(N(C)C)n1
 : 0.9	1	0	-10	0.1	-1	-4	-1	1.6	0.2
Cn1c(Sc2ccc(C(F)(F)F)cc2[N+](=O)[O-])nnc1-c1ccccc1
 : 1	1	-5	nt	0.1	30	-11	-4	-0.8	-13
NNC(=O)/C(=C\c1cccs1)NC(=O)c1ccccc1
 : 1.1	1	4	-14	-0.2	-5	-16	3	1.8	-0.5
C/C(=N\NC(=S)NCCc1ccccc1)c1cccs1
 : 1	0.9	-6	-3	-0.1	-11	-20	-2	1.4	-0.5
Nc1nnc(SCn2nnc3ccccc3c2=O)s1
 : 1	1	-1	4	-0.2	-7	-13	-4	2.0	0.1
O=C(CSc1nc2ccccc2s1)N1CCCCC1
 : 1	0.9	0	nt	0.3	3	-6	-4	1.1	0.0

Complete entries as entered above. Order of values: PMI act satM6P	PMI act	Efa HMGR inh	S1P3 antagonist	Hsp70 activator	Lmaj promast	TNAP inh noacc	TNAP inh hi DEA	RAM network inh	Redox H2O2 prof
Entry for O=C(CSc1nc2ccccc2s1)N1CCCCC1 : 1	0.9	0	nt	0.3	3	-6	-4	1.1	0.0
Entry for NNC(=O)/C(=C\c1cccs1)NC(=O)c1ccccc1 : 1.1	1	4	-14	-0.2	-5	-16	3	1.8	-0.5
